# Efa HMGR inh: inhibitors of class II HMG-CoA reductase from Enterococcus faecalis | purified E. faecalis HMGR, NADPH absorbance 340 nm kinetic | inhibition, % at 10 µM | hit rate 0.41% among 190,000;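 active = inhibition above a set limit, the median over all tested compounds plus 3 SD, cut at about 9.5% in these data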;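 note: enzyme runs in reverse so mevalonate oxidation gives rising NADPH absorbance; 0% = complete reaction with DMSO and 100% = background rate lacking mevalonate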
# APP 5'UTR act: activates APP 5'UTR luciferase reporter; SH-SY5Y APP 5'UTR luciferase reporter, luminescence; zero percent = DMSO vehicle wells; activation, % at 2 µM; hit rate 1% among 190,000;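 active = activation above a set limit, based on mean plus 3 SD of controls, cut at about 140% in these data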; note: values of inactives mirror those of a sister screen read the other way
# STAT3 act: STAT3 signaling activation; U3A cells, IL-6 STAT3-luciferase reporter, luminescence; 100% = signal with IL-6 EC80 alone; activation (% of control), % at 5.6 µM; hit rate 0.91% among 190,000;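 active = activation above the screen-wide mean of compound activation plus 3 SD, cut at about 130% in these data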;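 note: 0% = background luminescence of wells with medium and substrate only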
#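 Material: STAT3-luciferase reporter U3A cells. Controls: IL-6-treated wells, 100% activation. Read-out: % activation versus median of IL-6-stimulated wells. Probe or stimulus: IL-6 stimulus at 33 ng/mL final. Timing: compound 1 h, then IL-6 6 h at 37 °C. Signal: reporter luminescence signal.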
# Hsp70 act: transcriptional activators of Hsp70; HeLa Hsp70 promoter luciferase reporter, luminescence; scaled: vehicle 0, proteasome-inhibitor control 100%; activation, % at 10 µM; hit rate 0.04% among 200,000; AID 1203;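 active = activation above the mean across all tested compounds plus 3 SD, cutoff set per campaign, cut at about 5.5% in these data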;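 note: 100% = MG132 at 30 µM as the positive control and 0% = DMSO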
# TLR4 MyD88 comp: TLR4-MyD88 interaction inhibition in cells | O00206+Q99836 | hit rate 0.18% among 200,000 | HeLa CL3-4 TLR4/MyD88 BLA complementation, FRET ratio | inhibition, % at 8.4 µM; in the data active = inhibition above about 25%;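 note: 0% = vehicle and 100% = reference inhibitor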
# Target sequence (O00206 whole entry, looked up): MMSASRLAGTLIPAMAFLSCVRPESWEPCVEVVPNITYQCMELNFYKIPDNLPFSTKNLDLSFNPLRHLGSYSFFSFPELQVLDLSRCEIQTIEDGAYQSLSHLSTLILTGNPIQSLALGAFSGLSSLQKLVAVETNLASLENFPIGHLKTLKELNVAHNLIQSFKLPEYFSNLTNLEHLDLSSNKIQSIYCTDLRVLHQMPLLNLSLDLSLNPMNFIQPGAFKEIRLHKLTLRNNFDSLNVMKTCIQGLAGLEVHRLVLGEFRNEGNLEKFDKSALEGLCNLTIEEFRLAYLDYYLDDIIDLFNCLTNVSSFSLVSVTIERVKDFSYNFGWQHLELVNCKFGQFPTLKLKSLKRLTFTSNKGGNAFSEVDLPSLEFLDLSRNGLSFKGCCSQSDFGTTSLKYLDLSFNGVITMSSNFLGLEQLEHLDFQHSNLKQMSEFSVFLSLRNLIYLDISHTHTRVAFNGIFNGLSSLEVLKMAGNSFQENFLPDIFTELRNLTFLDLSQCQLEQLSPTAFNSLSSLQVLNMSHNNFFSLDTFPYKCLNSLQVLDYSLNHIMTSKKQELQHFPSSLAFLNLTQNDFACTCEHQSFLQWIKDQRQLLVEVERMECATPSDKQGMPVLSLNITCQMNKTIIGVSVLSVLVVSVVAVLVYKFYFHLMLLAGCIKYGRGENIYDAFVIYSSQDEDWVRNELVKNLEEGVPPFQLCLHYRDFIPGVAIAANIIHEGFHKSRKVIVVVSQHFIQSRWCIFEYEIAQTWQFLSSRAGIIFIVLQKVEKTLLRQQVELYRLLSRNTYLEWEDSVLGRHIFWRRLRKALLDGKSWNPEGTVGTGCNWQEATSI
# Target sequence (Q99836 whole entry, looked up): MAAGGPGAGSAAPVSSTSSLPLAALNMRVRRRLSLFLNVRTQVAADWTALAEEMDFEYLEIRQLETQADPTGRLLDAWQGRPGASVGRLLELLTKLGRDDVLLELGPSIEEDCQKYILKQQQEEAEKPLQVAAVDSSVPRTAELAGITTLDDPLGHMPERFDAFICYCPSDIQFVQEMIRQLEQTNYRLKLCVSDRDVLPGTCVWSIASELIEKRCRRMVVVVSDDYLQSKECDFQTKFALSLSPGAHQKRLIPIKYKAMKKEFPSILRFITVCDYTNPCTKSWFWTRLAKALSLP
# STAT1 act: increases IFN-gamma driven STAT1 reporter signal. NIH 3T3 STAT1-luciferase reporter, luminescence; 100% = IFN-gamma alone, no compound. activation (% of control), % at 5.5 µM. hit rate 2.6% among 200,000;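 active = activation above the screen-wide mean activation plus 3 SD, cut at about 130% in these data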;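 note: raw ratio to IFN-gamma control signal so 100% means no change and 0% no light; values of inactives mirror those of a sister screen read the other way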
# Redox H2O2 prof: compounds producing H2O2 with reducing agent – biochemical, NIH compound library profiling, artefact control for MLSCN library redox annotation, primary screen. DTT-dependent redox cycling H2O2, phenol red/HRP absorbance; 100% = 100 µM peroxide control, 0% = buffer. activation, % at 10 µM. hit rate 0.03% among 200,000;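 active = activation of at least 50% relative to the plate's high and low controls in the primary single-dose screen; inactive = activation below 50%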;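 note: compound incubated with DTT at 0.8 mM final as the reducing agent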
# STAT3 inh: STAT3 signaling inhibition; U3A cells, IL-6 STAT3-luciferase reporter, luminescence; host cell line lacks STAT1; AID 862; inhibition, % at 5.5 µM; hit rate 0.89% among 190,000;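 active = inhibition above the mean inhibition across all screened compounds plus 3 SD, cut at about 44% in these data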;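 note: 0% = DMSO only wells and 100% = 100 µM nifuroxazide control wells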
# STAT1 inh: reduces IFN-gamma driven STAT1 reporter signal | inhibition, % at 5.5 µM | NIH 3T3 STAT1-luciferase reporter, luminescence | hit rate 0.35% among 200,000 | AID 920;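 active = inhibition above a set limit, the mean inhibition across all tested compounds plus 3 SD, cut at about 34% in these data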;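 note: 0% = IFN-gamma with DMSO and 100% = IFN-gamma with 300 µM nifuroxazide; values of inactives mirror those of a sister screen read the other way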
# NF-kB expr up: NF-kB expression increase, human neuronal cells; NF-kB reporter expression; active compounds read high; hit rate 1.6% among 190,000; fold change at 12.5 µM; AID 1239; in the data active = fold change above about 3.3
# * marks the source's active call; other numbers are inactive results; nt = not tested or not shown. These rows are one share of the data. The share of hits here may be higher or lower than overall.
SMILES,Efa HMGR inh,APP 5'UTR act,STAT3 act,Hsp70 act,TLR4 MyD88 comp,STAT1 act,Redox H2O2 prof,STAT3 inh,STAT1 inh,NF-kB expr up
CCOC(=O)C(O)(c1ccc(NC(=O)Oc2ccccc2)cc1)C(F)(F)F (configuration not stated),0,0,103,-0.4,2,92,-0.2,-3,8,0.94
Cc1ccc(N2C(=O)NC(=O)C(CCc3ccccn3)(Cc3cccc(Cl)c3Cl)C2=O)cc1 (configuration not stated),1,12,107,-0.2,5,106,0.4,-3,-6,0.82
COc1ccccc1OCC#CCN1CCCC1,0,-10,99,-0.2,5,101,-0.2,6,-4,1
O=P(O)(O)Cc1ccccc1OP(=O)(c1ccccc1)c1ccccc1,-2,4,99,0.0,5,103,-3.7,2,-3,1.2
C[N+]1(CC(COCc2ccccc2)OC(=O)Cc2ccccc2)CCOCC1 (configuration not stated),-6,1,93,-0.3,-9,100,0.1,12,0,1.3
CN(CCc1nnc(N)s1)[N+](=O)[O-],-3,19,98,0.7,1,100,-2.0,5,-1,1.1
Clc1ccc2c(N3CCNCC3)ccnc2c1,-3,-5,101,0.1,9,94,2.1,3,6,1
Cc1ccc2c(c1)CCCN2N=O,1,-6,105,-0.2,-1,91,-0.6,-6,10,1
CC1(C)CC(=O)c2cc(OCC(=O)N3CCN(Cc4ccccc4)CC3)ccc2O1,3,5,111,-0.1,3,106,0.6,-6,-6,0.81
CCOC(=O)C1=C(C)OC(N)=C(C(=O)OCC)[C@@]12C(=O)N(CC(N)=O)c1ccccc12,-7,3,102,-0.8,8,100,-0.8,3,0,1.4
CCC(=NCC1CCCO1)c1c(O)[nH]c(=O)[nH]c1=O (configuration not stated),-3,-1,104,-0.2,8,90,0.1,-1,11,1.1
CC(C)(C)C(=O)OC[N+](C)(C)CCOC(=O)C(O)(c1ccccc1)C1CCCC1 (configuration not stated),-3,27,100,-0.2,10,109,-0.6,2,-11,0.94
CC(C)[C@@]1(NC(=O)[C@@H]2C=C3c4cccc5[nH]cc(c45)C[C@H]3N(C)C2)O[C@@]2(O)[C@@H]3CCCN3C(=O)[C@H](Cc3ccccc3)N2C1=O,-3,6,95,-0.3,2,85,0.7,8,17,0.93
CC(=O)c1ccc(OC(C)C)c(Cc2c(O)[nH]c(=S)[nH]c2=O)c1,0,-18,104,-0.3,-4,99,-0.1,-1,-1,1.1
CCCOC(=O)c1c(N)n(Cc2cccs2)c2nc3ccccc3nc12,-4,-12,90,0.3,0,93,-0.8,13,8,0.87
CCCCn1c(O)c(C(C)=Nc2ccc(C(=O)O)cc2)c(=O)[nH]c1=O,-1,-15,101,-0.2,-5,93,0.1,2,8,1.1
O=C(CN1CC=C(c2ccccc2)CC1)Nc1cc(Cl)ccc1Cl,5,-1,106,-0.3,-3,98,0.2,-9,2,1.1
C[C@]12CCC(=O)C=C1CCC1C2CC[C@@]2(C)C1CC[C@@]2(O)CC#N (some centres not stated),-8,-29,104,-0.2,3,95,-3.2,2,6,2.4
Cc1ccc(O)c(C(=O)c2cc(C(=O)NCCC(C)C)c(=O)n(CCC(C)C)c2)c1,-4,11,111,-0.3,4,88,-0.3,1,12,1.2
CCCCc1nc(N2CCNCC2)c(C#N)c2c1CSC(C)(C)C2,0,20,102,-0.3,-3,97,1.0,1,4,0.97
C/C(=N\Nc1ccccc1)c1c(O)n(Cc2ccccc2)c(=O)[nH]c1=O,-6,9,94,-0.1,-10,100,0.0,8,0,1.2
O=c1[nH]c(=O)n(CCc2ccccc2)c(O)c1C=NCCN1CCNCC1,1,4,102,0.1,-3,102,0.5,6,-2,1.1
O=C(O)c1c[nH]c2ccc(S(=O)(=O)N(CCCl)CCCl)cc12,-1,nt,97,-0.2,0,97,0.6,4,4,1.1
Cc1ccc(S(=O)(=O)NCCC(=O)Nc2ccc(Cl)cc2C(=O)c2ccccc2)cc1,-2,-7,93,-0.4,5,102,-0.2,11,-2,0.81
C=Cn1ccnc1P(=S)(c1ccccc1)c1nccn1C=C,-3,-8,96,-0.1,0,100,0.0,12,0,0.97
COc1ccc(C2SCC(=O)Nc3c2c(=O)[nH]n3C2CCCCC2)cc1 (configuration not stated),-6,-12,105,-0.1,-13,97,-1.1,-1,3,0.93
Cc1ccccc1C1=NCC(=O)N(CC(=O)NCc2ccco2)c2sc3c(c21)CCCC3,4,-3,96,0.0,10,101,2.3,14,-1,0.97
COc1ccc(NC(c2ccccc2F)P(=O)(Oc2ccccc2)Oc2ccccc2)cc1 (configuration not stated),-2,11,106,-0.2,-11,103,1.2,-12,-3,0.96
N[C@@H](Cc1c[nH]c2ccccc12)c1nnc(SCc2ccc(Cl)cc2)o1,-1,-7,93,-0.6,-22,92,2.4,12,8,1.4
CCCCCSc1cc(OC)c(CCNC)cc1OC,-2,-2,102,-0.1,-8,93,0.8,-2,7,1
Cc1ccc2cccc(OC(=O)N(C)c3ccccc3)c2n1,4,4,87,-0.3,-5,98,-1.2,20,1,1.2
O=C1NC(=O)C(Cc2cccs2)C(=O)N1,-2,28,107,-0.4,-5,101,0.1,-6,-1,1.1
CN1CCN(c2ccc3nccnc3c2)CC1,-1,-1,102,-0.1,11,105,-0.2,-1,-7,1.4
CCN1CCN(c2ccc([N+](=O)[O-])cc2C=C2C(=O)NC(=O)NC2=O)CC1,-5,16,89,-0.3,2,92,0.0,15,9,1.3
Cc1oc(-c2cccs2)nc1CSCC(=O)N1CCC2(CC1)OCCO2,-2,3,96,0.0,-13,90,-3.0,8,11,0.95
COc1cc2c(cc1OC)CC[N+](C)=C2,3,7,nt,0.0,-1,99,0.4,nt,0,1

# Looked up by compound from the list above, 2 records:
SMILES,Efa HMGR inh,APP 5'UTR act,STAT3 act,Hsp70 act,TLR4 MyD88 comp,STAT1 act,Redox H2O2 prof,STAT3 inh,STAT1 inh,NF-kB expr up
C=Cn1ccnc1P(=S)(c1ccccc1)c1nccn1C=C,-3,-8,96,-0.1,0,100,0.0,12,0,0.97
CCN1CCN(c2ccc([N+](=O)[O-])cc2C=C2C(=O)NC(=O)NC2=O)CC1,-5,16,89,-0.3,2,92,0.0,15,9,1.3

# Twelve structures out of the list, ordered by molecular weight, falling.
SMILES,Efa HMGR inh,APP 5'UTR act,STAT3 act,Hsp70 act,TLR4 MyD88 comp,STAT1 act,Redox H2O2 prof,STAT3 inh,STAT1 inh,NF-kB expr up
COc1ccc(NC(c2ccccc2F)P(=O)(Oc2ccccc2)Oc2ccccc2)cc1 (configuration not stated),-2,11,106,-0.2,-11,103,1.2,-12,-3,0.96
Cc1ccccc1C1=NCC(=O)N(CC(=O)NCc2ccco2)c2sc3c(c21)CCCC3,4,-3,96,0.0,10,101,2.3,14,-1,0.97
Cc1oc(-c2cccs2)nc1CSCC(=O)N1CCC2(CC1)OCCO2,-2,3,96,0.0,-13,90,-3.0,8,11,0.95
N[C@@H](Cc1c[nH]c2ccccc12)c1nnc(SCc2ccc(Cl)cc2)o1,-1,-7,93,-0.6,-22,92,2.4,12,8,1.4
COc1ccc(C2SCC(=O)Nc3c2c(=O)[nH]n3C2CCCCC2)cc1 (configuration not stated),-6,-12,105,-0.1,-13,97,-1.1,-1,3,0.93
O=c1[nH]c(=O)n(CCc2ccccc2)c(O)c1C=NCCN1CCNCC1,1,4,102,0.1,-3,102,0.5,6,-2,1.1
O=C(O)c1c[nH]c2ccc(S(=O)(=O)N(CCCl)CCCl)cc12,-1,nt,97,-0.2,0,97,0.6,4,4,1.1
C=Cn1ccnc1P(=S)(c1ccccc1)c1nccn1C=C,-3,-8,96,-0.1,0,100,0.0,12,0,0.97
CCCCCSc1cc(OC)c(CCNC)cc1OC,-2,-2,102,-0.1,-8,93,0.8,-2,7,1
CN1CCN(c2ccc3nccnc3c2)CC1,-1,-1,102,-0.1,11,105,-0.2,-1,-7,1.4
O=C1NC(=O)C(Cc2cccs2)C(=O)N1,-2,28,107,-0.4,-5,101,0.1,-6,-1,1.1
COc1cc2c(cc1OC)CC[N+](C)=C2,3,7,nt,0.0,-1,99,0.4,nt,0,1

# New compounds follow
SMILES,Efa HMGR inh,APP 5'UTR act,STAT3 act,Hsp70 act,TLR4 MyD88 comp,STAT1 act,Redox H2O2 prof,STAT3 inh,STAT1 inh,NF-kB expr up
CCOc1cc(C(=O)N2CCC3(CC2)OCCO3)cc(OCC)c1OCC,-8,1,101,0.0,7,90,-0.1,2,11,0.99
Cc1ccc(N2C(=O)/C(=C/c3ccc(CN(CCC#N)S(C)(=O)=O)o3)C(=O)NC2=S)cc1C,nt,16,100,0.0,-1,104,2.2,9,-22,0.85
O=C(CN1CCCC1=O)Nc1ccccc1,-2,11,103,0.1,4,90,0.2,3,10,0.83
C[C@H]1CC[C@@H]2[C@@H](C)[C@H]3[C@H](C[C@H]4[C@@H]5CC=C6C[C@@H](O[C@@H]7O[C@H](CO)[C@H](O)[C@H](O[C@@H]8O[C@H](CO)[C@@H](O)[C@H](O)[C@H]8O)[C@H]7O[C@@H]7O[C@@H](C)[C@H](O)[C@@H](O)[C@H]7O)CC[C@]6(C)[C@H]5CC[C@]34C)N2C1,-7,11,97,-0.5,2,108,0.8,15,-8,1.7
COC(=O)C(O)(c1c(C)[nH]n(-c2ccccc2)c1=O)C(F)(F)F (configuration not stated),-1,-16,123,0.2,-11,94,-1.0,-26,7,1.1
Cc1cc(OC(=O)c2cccs2)c2c3c(c(=O)oc2c1)CCCC3,-4,-2,89,0.3,-8,97,0.1,16,3,1.1
O=c1[nH]c(=S)n(CCC2=CCCCC2)c(O)c1C=NCCCn1ccnc1,-2,25,97,-0.1,-5,92,0.3,8,8,1
CN1CC=C2C(C#N)=C(N)C(C#N)(C#N)C(c3ccncc3)C2C1 (configuration not stated),0,-4,101,0.7,-4,95,2.5,0,5,0.95
CCc1ccc(CN2CCCC(C(=O)c3sccc3C)C2)o1 (configuration not stated),-3,15,102,-0.3,-2,94,-0.7,3,5,1.2
N#CC1=C(N)Oc2c(c(=O)sc3ccccc23)C1c1cccnc1 (configuration not stated),-6,9,89,-0.2,-4,72,0.0,20,30,0.99
CCN(CC)C(=O)c1ccc(NC(=O)c2cc(-n3cnnc3)ccc2Cl)cc1,-4,-2,99,-0.2,-1,108,0.4,2,-8,1.1
O=C1NC(=O)C(=Cc2ccccc2Oc2ccc(F)cc2)C(=O)N1,3,-7,103,-0.2,0,95,0.3,5,6,0.97
